Bioassay records deposited in PubChem BioAssay by The Scripps Research Institute Molecular Screening Center.
DAX1 inh-1: DAX1 (NR0B1) inhibitors on StAR promoter, primary screen, cell-based, luminescence, SF-1 (NR5A1), full-length DAX-1; inhibition, % at 6.8 µM; 370,000 tested, 1.1% active; HEK293T StAR-luciferase reporter, SF-1/DAX-1 repression relief; AID 652010, 2013;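 active = inhibition above the mean over all tested compounds plus 3 SD, cut at about 3.6% in these data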;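 also: 0% = DAX-1 cells with DMSO and 100% = cells lacking DAX-1 with DMSO; higher inhibition means more luminescence from relief of DAX-1 repression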
ADAM17 inh: ADAM17 inhibitors, primary screen, biochemical, QFRET; Disintegrin and metalloproteinase domain-containing protein 17 (Homo sapiens), P78536; recombinant ADAM17, EDANS/DABCYL FRET peptide cleavage; inhibition, % at 6.95 µM; 370,000 tested, 0.83% active;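 active = inhibition above the mean of compounds lying between control limits plus 3 SD, set per campaign, cut at about 8.5% in these data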;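 also: 0% = DMSO-only wells as the low control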
Target sequence (P78536 215-824 limits assumed): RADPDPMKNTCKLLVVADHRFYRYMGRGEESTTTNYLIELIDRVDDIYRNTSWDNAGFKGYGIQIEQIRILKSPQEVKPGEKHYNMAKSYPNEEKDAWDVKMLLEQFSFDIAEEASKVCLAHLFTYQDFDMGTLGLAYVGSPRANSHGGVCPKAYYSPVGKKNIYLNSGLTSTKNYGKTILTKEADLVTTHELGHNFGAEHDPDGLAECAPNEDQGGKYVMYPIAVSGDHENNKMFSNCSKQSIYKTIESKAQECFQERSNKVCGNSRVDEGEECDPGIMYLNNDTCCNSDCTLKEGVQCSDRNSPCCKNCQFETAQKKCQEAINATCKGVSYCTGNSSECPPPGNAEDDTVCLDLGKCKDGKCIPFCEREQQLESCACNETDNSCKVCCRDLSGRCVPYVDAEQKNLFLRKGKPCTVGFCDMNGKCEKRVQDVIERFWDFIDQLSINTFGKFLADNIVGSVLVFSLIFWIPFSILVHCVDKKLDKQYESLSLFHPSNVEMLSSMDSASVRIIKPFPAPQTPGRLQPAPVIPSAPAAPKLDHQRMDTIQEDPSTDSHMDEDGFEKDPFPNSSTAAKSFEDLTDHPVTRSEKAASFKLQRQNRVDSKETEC
ADAM10 inh: human ADAM10 inhibitors, primary screen, biochemical, QFRET, HTS | inhibition, % at 7 µM | recombinant ADAM10, EDANS/DABCYL FRET peptide cleavage, 3 h | 370,000 tested, 0.62% active | Disintegrin and metalloproteinase domain-containing protein 10 (Homo sapiens), O14672;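 active = inhibition above a per-campaign cutoff equal to the mean of compounds falling between control-based bounds plus 3 SD, cut at about 20% in these data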;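 also: 0% = DMSO wells while the 100% control is not disclosed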
PLC-beta3 inh: human PLC-beta3 inhibitors, primary screen, biochemical, fluorescence. 1-phosphatidylinositol 4,5-bisphosphate phosphodiesterase beta-3 (Homo sapiens), Q01970. Purified PLC-beta3, fluorogenic substrate. inhibition, % at 12.2 µM. 370,000 tested, 0.18% active; in the data active = inhibition above about 11%;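 also: 0% = median of compound wells on plate and 100% = full blocker control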
hgDAF-12 ag: H. glycines DAF-12 receptor agonists, primary screen, cell-based, luminescence, HEK293, GAL4 fusion, UAS-luciferase; activation, % at 6.8 µM; Nuclear hormone receptor DAF-12 (Heterodera glycines), GAL4 fusion; AID 687014, 2013; 370,000 tested, 1.8% active; HEK293 GAL4-hgDAF12 UAS-luciferase reporter, agonist luminescence; normalized to butyrate control;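 active = activation above a cutoff set at the mean of all screened compounds plus 3 SD, cut at about 10% in these data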;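 also: 0% = DMSO wells and 100% = sodium butyrate wells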
DAX1 inh-2: DAX1 (NR0B1) inhibitors, primary screen, cell-based, HEK293, Gal4-DAX1, luciferase luminescence; HEK293 Gal4-DAX1 luciferase reporter; inhibition, % at 6.75 µM; 340,000 tested, 0.99% active; AID 504766, 2011;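 active = inhibition above the mean over all tested compounds plus 3 SD, cut at about 4.2% in these data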;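 also: 0% = DAX1-transfected cells with DMSO and 100% = empty-vector control cells with DMSO; inhibition shows as a rise in luminescence from relieved DAX1 repression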
Target sequence (P51843 207-470 limits assumed): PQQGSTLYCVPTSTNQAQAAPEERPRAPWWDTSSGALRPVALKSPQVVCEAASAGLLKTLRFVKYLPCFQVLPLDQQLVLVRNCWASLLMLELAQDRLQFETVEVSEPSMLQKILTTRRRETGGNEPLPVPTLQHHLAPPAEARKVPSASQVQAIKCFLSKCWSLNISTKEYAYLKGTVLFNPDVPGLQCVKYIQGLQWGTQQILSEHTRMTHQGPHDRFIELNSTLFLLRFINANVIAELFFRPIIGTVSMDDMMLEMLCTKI
GAA850 FXN act: FXN promoter activators, primary screen, cell-based, luciferase luminescence, HEK293 lucGAA850; 360,000 tested, 0.56% active; HEK293 lucGAA850 FXN promoter luciferase reporter, 24 h; percent of 10 µM SAHA response; activation, % at 6 µM;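 active = activation above the average of all compounds screened plus 3 SD, cutoff fixed separately per campaign, cut at about 7.5% in these data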;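 also: 0% = DMSO wells and 100% = 10 µM SAHA wells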
ssDAF-12 act: S. stercoralis DAF-12 nuclear receptor activators, primary screen, cell-based, luminescence, HEK293, GRIP1 co-expression, lit1-tk-luc; HEK293 ssDAF-12/GRIP1 lit1-tk-luc reporter; % of 3 µM dafachronic acid response; activation, % at 6.8 µM; 370,000 tested, 1% active;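 active = activation above the mean over all tested compounds plus 3 SD, cut at about 0.9% in these data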;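 also: 0% = DMSO-only wells and 100% = 3 µM delta7-dafachronic acid wells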
PLC-gamma1 inh: PLC-gamma1 enzyme inhibitors, primary screen, biochemical, fluorescence, purified enzyme; 370,000 tested, 0.84% active; inhibition, % at 12.2 µM; fluorogenic substrate; in the data active = inhibition above about 9.5%
hcDAF12 agonist: H. contortus DAF-12 nuclear receptor activators, primary screen, cell-based, luminescence, HEK293, lit1-tk-luc reporter | HEK293 hcDAF-12 lit1-tk-luc reporter; 0% DMSO, 100% Δ7-dafachronic acid | activation, % at 6.8 µM | 370,000 tested, 1.4% active;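 active = activation above the mean of all tested compounds plus 3 SD, cut at about 5.5% in these data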;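 also: 100% = response to 3 µM Δ7-dafachronic acid high control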
sPLA2-III inh: human group III sPLA2 inhibitors, primary screen, biochemical, QFRET, BODIPY PC-A2 liposome substrate; Group 3 secretory phospholipase A2 (Homo sapiens), Q9NZ20; QFRET BODIPY PC-A2 liposome hydrolysis, fluorescence; inhibition, % at 12.2 µM; 370,000 tested, 0.56% active; AID 743126, 2013;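 active = inhibition above mean plus 3 SD of compounds lying within the high and low control bounds, cut at about 19% in these data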;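 also: 0% = median of test compound wells and 100% = no enzyme DMSO wells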
Numbers without * were called inactive; / = no result given.

Sample of the layout (two entries):
SMILES	DAX1 inh-1	ADAM17 inh	ADAM10 inh	PLC-beta3 inh	hgDAF-12 ag	DAX1 inh-2	GAA850 FXN act	ssDAF-12 act	PLC-gamma1 inh	hcDAF12 agonist	sPLA2-III inh
COc1ccccc1/C=N\Nc1ccccc1[N+](=O)[O-]	0.7	-5	3	-7	6.2	7.9*	4.5	-0.8	2	7.0*	12
CCOC(=O)c1ccc2nc(NC(=O)C(C)C)sc2c1	4.6*	1	0	2	13*	2.5	2.5	-0.4	3	0.9	-2

The whole of this part, from the start:
SMILES	DAX1 inh-1	ADAM17 inh	ADAM10 inh	PLC-beta3 inh	hgDAF-12 ag	DAX1 inh-2	GAA850 FXN act	ssDAF-12 act	PLC-gamma1 inh	hcDAF12 agonist	sPLA2-III inh
COc1ccccc1/C=N\Nc1ccccc1[N+](=O)[O-]	0.7	-5	3	-7	6.2	7.9*	4.5	-0.8	2	7.0*	12
CCOC(=O)c1ccc2nc(NC(=O)C(C)C)sc2c1	4.6*	1	0	2	13*	2.5	2.5	-0.4	3	0.9	-2
O=C(NCCCN1CCOCC1)C(=O)c1c[nH]c2ccccc12	-0.2	1	5	-3	2.2	-0.4	-0.5	0.0	1	5.6	-1
O=C(C1CCC(CNc2c(N3CCCCC3)c(=O)c2=O)CC1)N1CCN(C2CCCCC2)CC1 (centres undefined)	1.2	-3	-1	-5	-0.8	4.4*	2.7	-1.8	1	-1.1	-1
CC(C)c1ccccc1NC(=O)C1CC(=O)N(C2CCCC2)C1 (centres undefined)	-1.9	1	-7	-4	-1.3	-0.2	0.6	-0.8	0	-0.7	0
Cc1ccc(NC(=O)C(=O)NNC(=O)c2cccs2)cc1	0.1	1	9	1	5.0	-0.2	1.8	-0.4	4	-0.3	3
CCCCCCN1CCN(C2CN(Cc3cn(Cc4cccc(C(F)(F)F)c4)nn3)S(=O)(=O)C2)CC1 (centres undefined)	-1.7	5	4	10	-4.1	/	/	-1.2	9	-1.9	-12
CCOC(=O)C(CCCCOc1cccc(CC)c1)C(=O)OCC	-0.2	-3	0	0	2.0	-0.7	0.2	-0.4	2	1.6	4
Cc1cc(C(=O)c2ccccc2)c(NC(=O)CCl)s1	-1.0	-5	0	-2	-0.3	0.1	-3.9	-0.5	6	2.4	17
O=C(CO/N=C/c1c(Cl)cccc1Cl)NNC(=O)c1cccc(Cl)c1	0.2	-2	13	-8	1.6	0.7	0.7	-0.7	0	-1.2	-13
COc1ccccc1C(=O)Nc1ccc(OCC(=O)N2C(C)CCCC2C)cc1 (centres undefined)	-0.5	0	-17	-10	5.2	0.7	1.3	-1.1	-5	-2.4	0
COc1cccc(C2(O)CCN(C(=O)C3CC3)CC2)c1	-0.8	-1	2	5	0.5	1.1	-0.9	-0.6	2	-0.9	6
CN(C(=O)c1ccc2c(Cl)c3c(nc2c1)CCC3)c1ccccc1	1.1	1	1	2	3.9	0.2	3.5	-1.1	3	-0.2	-8
CCCc1nc2ccc(NC(C)=O)cc2c(=O)n1Cc1ccc(Cl)cc1	1.6	1	-1	-2	6.6	1.6	3.1	-0.7	4	1.2	-1
CN(C)c1ccc(NC(=O)Cn2ncn3c(cc4ccccc43)c2=O)cc1	-0.2	0	5	-1	2.5	-0.9	1.6	-1.0	3	3.3	12
N/C(=N\N=C\c1cccs1)SC1CC(=O)N(c2ccc(Br)cc2)C1=O (centres undefined)	0.1	8	17	3	2.0	0.4	0.3	-1.7	7	-2.2	-31
CS(=O)(=O)c1ccc(N)c(SSc2cc(S(C)(=O)=O)ccc2N)c1	0.2	1	5	-3	2.9	1.3	4.0	-0.8	-4	-0.1	0
Cc1cc(C)nc(NNC2=CC(=[N+]3CCCCC3)CC(C)(C)C2)n1	-1.4	-4	-14	-8	-1.7	0.1	0.0	-1.1	1	-0.6	11
Cc1cccc(NC(=O)CSc2nc3ccccc3nc2N2CCCC2)c1C	-0.3	-10	-29	-10	-0.2	-0.5	0.0	-1.0	-11	-1.0	0
COc1ccc(N=Cc2[nH]c3ccccc3c2O)cc1	-0.1	-10	-23	-11	8.0	1.0	4.5	0.7	-9	12*	17
CCC(C)(C)n1nnnc1C(c1cccs1)N1CCCCC1 (centres undefined)	-0.4	-3	-1	1	-0.6	-0.4	-1.1	-0.2	-1	0.6	4
COc1ccccc1C1CC(=O)Oc2ccc(C(C)(C)C)cc21 (centres undefined)	-0.2	2	8	2	-2.7	0.9	-0.8	-0.8	1	-0.2	-3
COc1cccc(CN2CC(C(=O)NCc3cnn(C)c3)CCC2=O)c1 (centres undefined)	1.9	-4	-4	-10	0.7	0.2	-0.3	-0.9	-2	-2.3	2
Cc1cccc(NC(=S)NCc2ccc(F)cc2)c1	-0.3	-2	-3	-1	-1.2	-0.9	0.4	-1.2	1	1.1	8
CC1CCN(C(C(=O)Nc2ccc3c(c2)OCO3)c2ccccc2)CC1 (centres undefined)	0.2	3	3	4	1.3	1.9	-1.8	-0.7	5	0.8	-7
CCn1c(CSCc2ccc(C)cc2)nnc1SCC(=O)NCc1ccccc1	0.0	-1	5	1	-1.0	0.5	0.8	-1.0	4	-1.3	-6
CC(=O)c1ccc(NC(=O)c2ccc(CSc3ccccc3)o2)cc1	-0.9	4	14	0	0.9	-1.6	-2.3	-2.1	-1	-1.0	-18
COc1ccc(C(=O)OCC(=O)c2c[nH]c3ccccc23)c(OC)c1	-1.6	-6	2	-5	7.0	-0.5	3.3	1.7*	1	5.4	-22
COc1ccccc1/C=C(/NC(=O)c1ccccc1)C(=O)NCCCn1ccnc1	0.7	0	-1	-5	-0.3	-0.5	0.9	-1.3	1	2.7	1
CCCN(CC(=O)Nc1ccccc1C)C(=O)c1ccc(N2CCCC2)c([N+](=O)[O-])c1	-1.6	-2	-10	-14	-0.5	-1.1	-0.4	-0.9	-4	-0.9	0
Cc1oc2ccc(NS(=O)(=O)c3ccc(C(C)(C)C)cc3)cc2c1C(=O)Nc1ccccc1	-0.6	7	18	-1	-2.8	0.3	2.9	-1.0	3	-0.8	-26
COCc1cc(N2CCCC2)nc(-c2ccccc2)n1	-1.0	0	-3	3	-3.2	2.2	1.0	-1.3	3	-0.6	-2
O=C(NCCCn1ccnc1)C(Cc1ccc([N+](=O)[O-])cc1)N1C(=O)c2ccccc2C1=O (centres undefined)	0.4	-3	-3	3	-0.4	0.1	2.4	-1.0	1	-1.7	-5
O=[N+]([O-])c1ccc(CN2CC(N3CCN(CCO)CC3)CS2(=O)=O)cc1 (centres undefined)	1.2	-2	-4	3	2.7	1.6	-1.6	-0.9	4	-2.0	-12
Cc1nc(C)c(C(=O)OCC(=O)NCc2ccccc2Cl)s1	-0.7	-7	-6	-1	-2.5	-1.8	-3.2	-0.6	2	-0.9	6
Cc1csc(NC(=O)c2ccc(C)s2)n1	1.0	-3	-5	-24	10	3.3	2.3	-0.6	-11	6.4*	3
Cc1ccc(C(=O)NCC(=O)OCC(=O)c2ccc(C)c([N+](=O)[O-])c2)cc1	-0.2	3	6	7	1.2	-0.4	1.9	-1.3	6	2.0	-11
CCCCNC(=O)C[C@H]1C[C@@]2(C(=O)OC)C(=C[C@H](C(C)C)O[C@@H]2C2CC2)N(Cc2ccc(Cl)cc2Cl)C1=O	-0.3	-11	-5	3	-2.0	/	/	-0.2	-2	2.1	-1
CCOC(=O)C1=CCC(c2cc3ccc(OC)cc3n2C(=O)OC(C)(C)C)NC1 (centres undefined)	1.1	-37	-70	-487	2.4	/	/	-0.9	-358	0.8	-9
CCCCOC(=O)Cn1c(=O)oc2ccc(C)cc21	0.1	-2	-14	-4	0.9	-0.3	-1.0	-1.3	3	0.8	11
O=C(Nc1nc2ccccc2s1)c1ccc(F)cc1	4.7*	-2	-11	-7	16*	2.3	0.1	1.8*	-5	7.8*	-3
CCOC(=O)C1CCCN(C/C=C/c2ccccc2)C1 (centres undefined)	0.1	-6	-8	-1	-1.6	-1.0	0.5	-0.7	3	-1.9	12
C=CCNC(=O)COc1ccc(Oc2ccccc2)cc1	0.0	0	6	0	1.8	0.1	0.5	-1.8	6	-0.5	-6
Oc1ccc(Cl)cc1CNCc1ccc(Cl)nc1	0.0	-3	-4	2	-0.6	-0.2	-1.9	-0.6	-1	-1.5	-4
O[C@@H]1CN(Cc2ccc(-n3cccn3)cc2)CC[C@H]1N1CCN(c2ccccc2F)CC1	-1.0	-1	11	-5	-4.1	-4.8	-0.4	-2.5	1	-5.2	-6
CC(C)(C)n1nc2c(c1NC(=O)CCCc1ccccc1)CS(=O)C2 (centres undefined)	0.8	-4	-19	-4	-1.0	1.2	-0.1	-1.6	1	-1.7	17
COc1cccc(CC(=O)NCC2CCN(C(=O)C(=O)c3cccs3)CC2)c1	-0.1	-3	1	8	-2.3	/	/	-0.6	-2	1.1	15
Cc1ccc2cccc(NC(=S)NC(=O)c3ccnn3C)c2n1	-0.6	0	1	-28	0.9	1.9	4.6	-0.6	-29	0.9	0
Cc1ccc(N2C(=O)c3ccc(C(=O)N4CCN(Cc5ccccc5)CC4)cc3C2=O)cc1	-0.6	0	-2	-5	1.2	1.4	1.9	-1.4	0	-1.1	-3
CCN(CC(=O)NCc1cccs1)C(=O)CN(C)S(=O)(=O)c1ccc(C)cc1	-1.0	-1	-3	1	0.7	-1.4	0.1	-0.7	-1	0.6	0
COc1ccc(CNC(=O)CCCn2nc(C)n3ccnc3c2=O)cc1	1.6	1	4	3	0.9	0.3	0.2	-1.3	5	-1.8	2
O=C(c1cc(C2CC2)nn1-c1ccccc1)N1CCN(S(=O)(=O)c2ccc(F)cc2)CC1	-0.7	-2	-14	-2	1.0	1.4	0.6	-1.0	0	-0.3	2
CC12C(=O)N(c3ccccn3)C(=O)C1C1C=CC2C1 (centres undefined)	-0.4	2	-8	6	2.9	0.7	0.5	-1.7	1	-0.8	-6
CCN1CCN(C(=O)c2cc(COc3ccc(F)cc3F)on2)[C@@H](C)C1=O	-1.0	-2	4	-1	-1.2	-1.1	-0.6	-0.4	1	-1.4	1
